USP1-UAF1 inh = Inhibitors of USP1/UAF1: Primary Screen | Ubiquitin carboxyl-terminal hydrolase 1 (Homo sapiens), O94782 | recombinant USP1/UAF1, Ub-Rhodamine cleavage fluorescence | Potency, µM (doses to about 57.1 µM), for inactives: at the top dose activity change, negative = inhibition, usual class: inhibitors | 390,000 tested, 0.23% active | AID 743255, 2014; further: on the % scale 0 is the no-effect control and ±100 the full control effect; nearly all actives have a fitted effect of over 60% in size; inactives centre near -12
Target sequence (O94782 whole entry, looked up): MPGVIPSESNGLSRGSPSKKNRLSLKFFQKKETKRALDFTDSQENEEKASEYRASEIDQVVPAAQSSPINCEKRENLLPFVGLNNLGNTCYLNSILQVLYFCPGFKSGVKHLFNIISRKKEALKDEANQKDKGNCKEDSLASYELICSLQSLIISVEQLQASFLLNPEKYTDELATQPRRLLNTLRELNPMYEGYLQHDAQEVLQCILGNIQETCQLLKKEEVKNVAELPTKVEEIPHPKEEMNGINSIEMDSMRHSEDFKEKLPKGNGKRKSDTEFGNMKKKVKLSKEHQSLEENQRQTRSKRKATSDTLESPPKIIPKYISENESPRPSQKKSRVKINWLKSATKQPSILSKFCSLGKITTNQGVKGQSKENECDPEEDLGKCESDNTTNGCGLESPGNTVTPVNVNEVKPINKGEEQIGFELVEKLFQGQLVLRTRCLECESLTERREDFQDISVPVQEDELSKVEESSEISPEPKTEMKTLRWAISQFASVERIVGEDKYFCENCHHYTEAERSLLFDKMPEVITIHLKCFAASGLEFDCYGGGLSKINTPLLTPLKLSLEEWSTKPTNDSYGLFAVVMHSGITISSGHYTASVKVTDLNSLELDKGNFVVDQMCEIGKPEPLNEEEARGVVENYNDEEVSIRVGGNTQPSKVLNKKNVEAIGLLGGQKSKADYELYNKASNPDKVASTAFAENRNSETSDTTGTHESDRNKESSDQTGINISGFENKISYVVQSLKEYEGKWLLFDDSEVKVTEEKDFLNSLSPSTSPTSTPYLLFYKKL
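High-throughput fluorogenic screen: 1nM USP1/UAF1 complex, Ub-Rho substrate 150nM final, 50mM HEPES pH 7.8 with 0.5mM EDTA, 0.1 mg/ml BSA, 1mM TCEP and 0.01% Tween-20.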
rTrxR1 inhibitor = qHTS Assay for Inhibitors of Mammalian Selenoprotein Thioredoxin Reductase 1 (TrxR1): qHTS; recombinant rTrxR1, NADPH fluorescence consumption, selenite substrate; Potency, µM (series often up to 114 µM), for the others: at the top dose activity change, negative = inhibition, hits mostly inhibitors; 390,000 tested, 1% active; further: on the % scale 0 is the no-effect control and ±100 the full control effect; nearly all actives have a fitted effect of over 65% in size
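Rat TrxR1 (90 nM in the dispensed reagent) was pre-reduced with 400 uM NADPH for 5 min at room temperature, then incubated with compound for 15 min. After 400 uM selenite was added, NADPH fluorescence (Ex 340/Em 450 nm) was followed for 8 min.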
TrxR1 substrate = qHTS Assay for Substrates of Mammalian Selenoprotein Thioredoxin Reductase 1 (TrxR1): qHTS | purified TrxR1 substrate turnover, NADPH consumption readout | Potency, µM (top dose mostly 114 µM), for inactives: at the top dose activity change, negative = substrate turnover | 390,000 tested, 0.01% active; further: on the % scale 0 is the no-effect control and ±100 the full control effect; nearly all actives have a fitted effect of over 50% in size
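Rat TrxR1, dispensed at 90 nM, was prereduced with 400 uM NADPH (final) for 5 min at ~22 deg C, then incubated with compound 15 min before 400 uM selenite. A first-read NADPH fluorescence drop versus no-compound background flagged substrates.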
RXFP1 ag = qHTS Assay for Agonists of the Relaxin Receptor RXFP1. Relaxin receptor 1 (Homo sapiens), Q9HBX9. HEK293T-RXFP1 cAMP TR-FRET, 30 min; response scale: percent of porcine relaxin response, buffer zero. Potency, µM (doses to about 57.5 µM), for the others: at the top dose activation, usual class: activators. 370,000 tested, 0.3% active. AID 2676, 2010; further: on the % scale 0 is the no-effect control and ±100 the full control effect; nearly all actives have a fitted effect of over 60% in size; many of its hits are not listed in these tables
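Agonist response is measured as cAMP accumulation in an RXFP1-transfected HEK293T line under PDE4 inhibition. Values are scaled between buffer-only and 29 nM porcine relaxin, and EC50s come from standard Hill equation fits.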
12-LOX inh = Primary qHTS assay for inhibitors of human arachidonate 12S-lipoxygenase (ALOX12): Round 2 | purified 12hLO, xylenol orange hydroperoxide absorbance | 580,000 tested, 1.1% active | AID 1671190, 2021 | Potency, µM (titrated, usually from 108 µM), inactives show at the highest dose activity change, negative = inhibition, usual class: inhibitors; further: on the % scale 0 is the no-effect control and ±100 the full control effect
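Hydroperoxide product was detected by ferrous iron/xylenol orange as the 573 to 405 nm absorbance ratio. Arachidonic acid at 40 uM (final) was turned over for 30 min at room temperature by 150 nM human 12hLO, pH 7.0 Hepes buffer, after 15 min compound preincubation.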
mIDH1 inhibitor = qHTS for Inhibitors of mutant isocitrate dehydrogenase 1 (IDH1): qHTS. Isocitrate dehydrogenase [NADP] cytoplasmic (Homo sapiens), O75874. IDH1-R132H enzyme, NADPH consumption, diaphorase/resazurin fluorescence. Potency, µM (series often up to 76.6 µM), for the others: at the top dose activity change, negative = inhibition, hits mostly inhibitors. 390,000 tested, 0.093% active; further: on the % scale 0 is the no-effect control and ±100 the full control effect; nearly all actives have a fitted effect of over 65% in size
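IDH1-R132H (0.5 ug/mL) preincubated 30 min with compound, then NADPH (0.016 mM) and alpha-KG (2 mM) added; 80 min at RT, pH 7.5. Remaining NADPH coupled via diaphorase/resazurin to fluorescence (540/590 nm); concentration-response curves normalized to no-enzyme control.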
Vif-APOBEC3F blk = qHTS for Inhibitors of Vif-A3F Interactions: qHTS; Potency, µM (series often up to 46.1 µM), without a hit: top-dose activity, negative = active; 390,000 tested, 0.2% active; AID 602313, 2012; HeLa A3F-eYFP + Vif (tagged APOBEC3F with the HIV-1 protein that degrades it), YFP fluorescence increase; further: % of control where 0% means no effect; nearly all actives have a fitted effect of over 65% in size
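HeLa cells stably expressing Vif plus C-terminally eYFP-tagged A3F were seeded, incubated overnight at 37 deg C, dosed with compound, incubated overnight again at 37 deg C. Yellow fluorescence (Ex 488/Em 500-530) reported blocked Vif-mediated A3F-eYFP degradation.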
Vif-APOBEC3G blk = qHTS for Inhibitors of Vif-A3G Interactions: qHTS; DNA dC->dU-editing enzyme APOBEC-3G (Homo sapiens), Q9HC16; HeLa A3G-eYFP + Vif (tagged APOBEC3G with the HIV-1 protein that degrades it), YFP fluorescence, overnight; Potency, µM (series often up to 46.1 µM), for inactives: top-dose activity, negative = active, hits mostly inhibitors; 410,000 tested, 0.076% active; AID 602310, 2012;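 further: on the % scale 0 is the no-effect control and ±100 the full control effect; nearly all actives have a fitted effect of over 60% in size; hits raise eYFP signal because A3G escapes Vif-driven loss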
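HeLa cells stably expressing Vif and C-terminally eYFP-tagged A3G, seeded overnight at 37 deg C, then exposed to compound by pintool overnight at 37 deg C. Rise in yellow fluorescence (Ex 488/Em 500-530, Acumen) marks blocked Vif-driven A3G degradation.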
RGS4 inh = Inhibitors of Regulator of G Protein Signaling (RGS) 4: qHTS; 390,000 tested, 0.039% active; Transcreener GDP fluorescence polarization, RGS4-accelerated GTP hydrolysis; AID 504845, 2011; Potency, µM (doses to about 114 µM), for the others: at the highest dose activity change, negative = inhibition, actives largely listed as inhibitors; Regulator of G-protein signaling 4 (Homo sapiens), P49798; further: on the % scale 0 is the no-effect control and ±100 the full control effect; nearly all actives have a fitted effect of over 75% in size; some results filed as inactive show a strong effect at the top dose
Target sequence (P49798 whole entry, looked up): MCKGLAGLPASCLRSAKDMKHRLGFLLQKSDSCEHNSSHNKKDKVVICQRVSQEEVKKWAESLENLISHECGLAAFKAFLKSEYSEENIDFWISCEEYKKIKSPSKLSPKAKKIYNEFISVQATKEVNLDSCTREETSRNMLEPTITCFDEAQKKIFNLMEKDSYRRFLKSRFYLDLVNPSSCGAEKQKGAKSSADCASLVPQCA
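MLSMR compounds (23 nl, pin-transferred) preincubated 10 min at room temperature with a 500nM (2x) first reagent, then RGS4 at 900nM (2x) plus Transcreener GDP mix added; fluorescence polarization (620/688 nm) read before and after 90 min at 30 °C.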
* = called active by the depositor; [ ] = dose if it differs, or a comment. The call rests on the fitted dose curve; in most records, active means well fitted curve in the direction sought with a large enough effect; inconclusive means small, poorly fitted or top-dose-only effect, or another doubt; inactive means no such curve, though single readings can be large; an effect the other way counts as inactive or inconclusive. Potency means the concentration at half of the fitted maximal effect. Not all compounds are listed; the hit share may differ from the screen's.

Screening COc1ccc(/C=C\C(=O)O[C@@H]2C(O)C(O[C@@H]3OC(C)[C@H](O[C@@H]4OCC(O[C@H]5O[C@H](CO)[C@@H](O)C(O)C5O)C(O)C4O)C(O)C3O)[C@H](OC(=O)[C@]34CCC(C)(C)C[C@@H]3C3=CCC5[C@@]6(C)CC(O)C(O[C@@H]7OC(CO)C(O)[C@H](O)[C@H]7O)[C@@](C)(C(=O)O)C6CC[C@@]5(C)[C@]3(CO)CC4)O[C@H]2C)cc1 (stereo not given in full) returned USP1-UAF1 inh -14%, rTrxR1 inhibitor -1%, TrxR1 substrate -7%, mIDH1 inhibitor 7%, Vif-APOBEC3F blk 3%, Vif-APOBEC3G blk 13% and RGS4 inh -5%.
For CCOC(CCNC(=O)c1cc(-c2cccs2)nc2ccccc12)OCC the results were USP1-UAF1 inh -15%, rTrxR1 inhibitor 40%[activator], TrxR1 substrate 75%[activator], RXFP1 ag 0.0%, 12-LOX inh inconclusive, mIDH1 inhibitor -5%, Vif-APOBEC3F blk 2%, Vif-APOBEC3G blk 0% and RGS4 inh 10%.
For CCOC(=O)c1ccc(-n2c(CN3CCN(CC)CC3)nc3ccc([N+](=O)[O-])cc3c2=O)cc1 the results were USP1-UAF1 inh inconclusive, rTrxR1 inhibitor -11%, TrxR1 substrate 6%, RXFP1 ag -1.9%, 12-LOX inh inconclusive, mIDH1 inhibitor 5%, Vif-APOBEC3F blk -2%, Vif-APOBEC3G blk 1% and RGS4 inh -27%.
Screening O=C1CSC(=S)N1/N=C/c1c(F)cccc1F returned USP1-UAF1 inh -36%, rTrxR1 inhibitor inconclusive, TrxR1 substrate 9%, RXFP1 ag 3.0%, 12-LOX inh 28µM*, mIDH1 inhibitor 1%, Vif-APOBEC3F blk -14%, Vif-APOBEC3G blk 10% and RGS4 inh -40%.
COc1ccc(-c2noc(CCCC(=O)Nc3cccc(Cl)c3C)n2)cc1 was read as USP1-UAF1 inh 4%, rTrxR1 inhibitor 2%, TrxR1 substrate -9%, RXFP1 ag 1.2%, 12-LOX inh -4%, mIDH1 inhibitor 0%, Vif-APOBEC3F blk 2%, Vif-APOBEC3G blk -5% and RGS4 inh -29%.
`COc1cccc(OCc2nnc3n2N=C(c2ccccc2)C(CC(=O)O)S3)c1` (stereo not given) gave USP1-UAF1 inh -14%, rTrxR1 inhibitor -7%, TrxR1 substrate -2%, RXFP1 ag 2.6%, 12-LOX inh -11%, mIDH1 inhibitor 3%, Vif-APOBEC3F blk -6%, Vif-APOBEC3G blk 0% and RGS4 inh -10%.
Screening CCCS(=O)(=O)N1CCCC(C(=O)Oc2ccc(Cl)cc2)C1 (stereo not given) returned USP1-UAF1 inh -11%, rTrxR1 inhibitor 5%[57.1 µM], TrxR1 substrate 6%[57.1 µM], RXFP1 ag 0.8%, 12-LOX inh 12%, mIDH1 inhibitor 0%, Vif-APOBEC3F blk 8%, Vif-APOBEC3G blk -4% and RGS4 inh 11%.
Screening O=C1CCCc2nn(-c3ccccc3)nc21 returned USP1-UAF1 inh -3%, rTrxR1 inhibitor -30%, TrxR1 substrate -10%, RXFP1 ag 2.0%, 12-LOX inh -5%, mIDH1 inhibitor -8%, Vif-APOBEC3F blk -4%, Vif-APOBEC3G blk -2% and RGS4 inh 3%.
For COc1cccc(-c2c(C#N)c(SC)nc3cc(C)nn23)c1 the results were USP1-UAF1 inh -8%, rTrxR1 inhibitor 12%[57.1 µM], TrxR1 substrate 4%[57.1 µM], RXFP1 ag inconclusive, 12-LOX inh 20%, mIDH1 inhibitor -1%, Vif-APOBEC3F blk -9%, Vif-APOBEC3G blk -1% and RGS4 inh 13%.
Screening CCOC(=O)c1ccc(NC(=O)c2nc[nH]c2C(=O)NCCCNC(=O)c2[nH]cnc2C(=O)Nc2ccc(C(=O)OCC)cc2)cc1 returned USP1-UAF1 inh -21%, rTrxR1 inhibitor 23%, TrxR1 substrate 5%, RXFP1 ag 0.4%, 12-LOX inh 15%, mIDH1 inhibitor -11%, Vif-APOBEC3F blk -1%, Vif-APOBEC3G blk -4% and RGS4 inh 7%.
CCOC(=O)C(CCCOc1ccc(C)cc1)C(=O)OCC was read as USP1-UAF1 inh -9%, rTrxR1 inhibitor -8%, TrxR1 substrate -10%, RXFP1 ag 0.0%, 12-LOX inh 1%, mIDH1 inhibitor 5%, Vif-APOBEC3F blk 2%, Vif-APOBEC3G blk 1% and RGS4 inh -22%.
For O=C(NCCC(=O)N1CCN(C(=O)c2ccco2)CC1)c1ccccc1Cl the results were USP1-UAF1 inh -15%, rTrxR1 inhibitor 13%[57.1 µM], TrxR1 substrate 13%[57.1 µM], 12-LOX inh -24%, mIDH1 inhibitor 0%, Vif-APOBEC3F blk -1%, Vif-APOBEC3G blk 9% and RGS4 inh 12%.
For CC(NC(=O)COC(=O)Cc1cccs1)c1ccc(F)cc1 (stereo not given) the results were USP1-UAF1 inh -11%, rTrxR1 inhibitor 1%, TrxR1 substrate 0%, 12-LOX inh -17%, mIDH1 inhibitor 0%, Vif-APOBEC3F blk -8%, Vif-APOBEC3G blk 0% and RGS4 inh 5%.
C=C(C)C(=O)N1CC2(CC(c3cccc(NC(=O)CCCCC)c3)=NO2)C[C@H]1C(N)=O (stereo not given in full) was read as USP1-UAF1 inh -6%, rTrxR1 inhibitor -6%, TrxR1 substrate -5%, RXFP1 ag 0.0%, 12-LOX inh 2%, mIDH1 inhibitor 1%, Vif-APOBEC3F blk 7%, Vif-APOBEC3G blk 1% and RGS4 inh 5%.
Screening COc1cc(C(c2c(O)cc(C)[nH]c2=O)c2c(O)cc(C)[nH]c2=O)ccc1O returned USP1-UAF1 inh -4%, rTrxR1 inhibitor -1%[57.1 µM], TrxR1 substrate 0%[57.1 µM], RXFP1 ag 0.5%, 12-LOX inh 9%, mIDH1 inhibitor -2%, Vif-APOBEC3F blk inconclusive, Vif-APOBEC3G blk 0% and RGS4 inh -1%.

Three entries out of the list, ordered by length of the SMILES, low to high:
For CC(NC(=O)COC(=O)Cc1cccs1)c1ccc(F)cc1 (stereo not given) the results were USP1-UAF1 inh -11%, rTrxR1 inhibitor 1%, TrxR1 substrate 0%, 12-LOX inh -17%, mIDH1 inhibitor 0%, Vif-APOBEC3F blk -8%, Vif-APOBEC3G blk 0% and RGS4 inh 5%.
Screening CCCS(=O)(=O)N1CCCC(C(=O)Oc2ccc(Cl)cc2)C1 (stereo not given) returned USP1-UAF1 inh -11%, rTrxR1 inhibitor 5%[57.1 µM], TrxR1 substrate 6%[57.1 µM], RXFP1 ag 0.8%, 12-LOX inh 12%, mIDH1 inhibitor 0%, Vif-APOBEC3F blk 8%, Vif-APOBEC3G blk -4% and RGS4 inh 11%.
For CCOC(CCNC(=O)c1cc(-c2cccs2)nc2ccccc12)OCC the results were USP1-UAF1 inh -15%, rTrxR1 inhibitor 40%[activator], TrxR1 substrate 75%[activator], RXFP1 ag 0.0%, 12-LOX inh inconclusive, mIDH1 inhibitor -5%, Vif-APOBEC3F blk 2%, Vif-APOBEC3G blk 0% and RGS4 inh 10%.

The list continues.
C=CCN(CC=C)C(=O)C1CCN(S(=O)(=O)c2ccc(-n3cnnn3)cc2)CC1 was read as USP1-UAF1 inh -6%, rTrxR1 inhibitor 9%[57.1 µM], TrxR1 substrate -7%[57.1 µM], RXFP1 ag 1.0%, 12-LOX inh 1%, mIDH1 inhibitor 5%, Vif-APOBEC3F blk 1%, Vif-APOBEC3G blk 1% and RGS4 inh -12%.
COCCCn1c(=O)c2sccc2n2c(CCCC(=O)N3CCN(c4ccccn4)CC3)nnc12 was read as USP1-UAF1 inh -22%, rTrxR1 inhibitor 27%[57.1 µM], TrxR1 substrate 13%[57.1 µM], RXFP1 ag 24%, 12-LOX inh 20%, mIDH1 inhibitor -4%, Vif-APOBEC3F blk 5%, Vif-APOBEC3G blk -4% and RGS4 inh -8%[56.9 µM].
`CN1CCCN(Cc2nc(-c3ccc(Cl)cc3)no2)CC1` gave USP1-UAF1 inh -4%, rTrxR1 inhibitor -17%, TrxR1 substrate -2%, RXFP1 ag 0.4%, 12-LOX inh -13%, mIDH1 inhibitor -14%, Vif-APOBEC3F blk 13%, Vif-APOBEC3G blk 1% and RGS4 inh -13%.
For CCc1ccc(N(CC)C(=O)Cn2cnc3sc(C)c(S(=O)(=O)N4CCN(c5ncccn5)CC4)c3c2=O)cc1 the results were USP1-UAF1 inh inconclusive, rTrxR1 inhibitor 3%, TrxR1 substrate -2%, RXFP1 ag 2.2%, 12-LOX inh 0%, mIDH1 inhibitor -4%, Vif-APOBEC3F blk 3%, Vif-APOBEC3G blk -2% and RGS4 inh 17%.
